From PubChem
Arrestin-AP2 inh: inhibitors of beta-arrestin/AP2 binding, primary screen, biochemical, GPCR trafficking, flow cytometry; beta-arrestin 1 C-terminal peptide binding to AP2 beta2-adaptin appendage (human); FITC-arrestin peptide / GST-AP2 beads; AP2 beta2 appendage carries R879A mutation; inhibition, % at 10 µM; 340,000 tested, 0.31% active; AID 504490, 2011;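 active = inhibition above a set limit, near 3 SD of compounds lacking own fluorescence, cut at about 54% in these data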;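 note: plate controls were DMSO wells for no effect and 5 µM unlabelled arrestin peptide for full effect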
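System: GST-AP2 R879A bound to glutathione beads, E. coli-expressed. Also added: 50 nM FITC-arrestin peptide. Schedule: compound with beads 12 min RT, then probe 1 h RT. Signal: bead flow cytometry, FITC channel. Read-out basis: percent response.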
RTF Ca sens inh: cardiac RTF calcium sensitivity inhibitors, primary screen, biochemical, IANBD-TnC fluorescence, EC70 calcium; IANBD-labeled cardiac RTF, Ca2+ fluorescence; inhibition, % at 7.15 µM; 340,000 tested, 0.12% active; AID 493244, 2011;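 active = inhibition above the mean inhibition of all tested compounds plus 3 SD, cut at about 17% in these data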;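 note: assay run at fixed EC70 calcium of 1.6 mM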
PKA-R2B act: activators of PKA-R2B holoenzyme, primary screen, biochemical, fluorescence polarization, Cy5-IP20, human; PKA-R2B holoenzyme dissociation; R2B truncated from residue 108, S112A mutant; 0% DMSO only, 100% 113 µM cGMP; activation, % at 11.4 µM; 340,000 tested, 0.079% active;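 active = activation above a cutoff set at the mean over all compounds plus 3 SD, cut at about 18% in these data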;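 note: higher means more holoenzyme dissociation and a rise in polarization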
Target sequence (P31323 whole entry, looked up, other chains not shown, the tested form may be a part): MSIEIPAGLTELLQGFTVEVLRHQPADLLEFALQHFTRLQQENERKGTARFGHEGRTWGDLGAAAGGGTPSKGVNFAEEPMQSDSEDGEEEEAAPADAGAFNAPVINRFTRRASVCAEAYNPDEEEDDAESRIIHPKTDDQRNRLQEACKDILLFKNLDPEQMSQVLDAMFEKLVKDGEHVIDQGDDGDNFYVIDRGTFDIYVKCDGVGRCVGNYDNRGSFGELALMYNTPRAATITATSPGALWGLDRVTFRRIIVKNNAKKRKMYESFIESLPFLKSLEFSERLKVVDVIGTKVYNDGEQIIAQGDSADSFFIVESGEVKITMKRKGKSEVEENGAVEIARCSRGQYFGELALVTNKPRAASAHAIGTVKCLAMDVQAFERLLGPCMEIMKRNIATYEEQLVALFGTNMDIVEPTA
PvdQ inh: P. aeruginosa PvdQ acylase inhibitors, primary screen, biochemical, fluorescence, plate reader and imaging, single point. PvdQ acylase [Pseudomonas aeruginosa LESB58]. AID 488965, 2010. inhibition, % at 10 µM. 340,000 tested, 0.063% active. purified PvdQ acylase; in the data active = inhibition above about 30%, passing the limit was not always enough;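 note: 0% = vehicle neutral wells and 100% = reference inhibitor wells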
NSD2 HMT inh: NSD2 histone methyltransferase inhibitors, primary screen, biochemical, AlphaScreen, single concentration, set 2; Histone-lysine N-methyltransferase NSD2 (Homo sapiens), O96028; NSD2 peptide methylation, 120 min; inhibition, % at 12.5 µM; 310,000 tested, 0.54% active; AID 743445, 2014; in the data active = inhibition above about 50%
SR-BI HDL uptake: inhibitors of SR-BI mediated HDL lipid uptake, primary screen, ldlA[mSR-BI] cells, fluorescence, single point; Scavenger receptor class B member 1 (Mus musculus), Q61009; ldlA[mSR-BI] CHO cells, DiI-HDL uptake fluorescence, 3 h; inhibition, % at 12.5 µM; 320,000 tested, 0.96% active; AID 488896, 2010;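 active = mean replicate inhibition of at least 70% and a set share of replicates each scoring 70 or more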;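 note: 0% = median of neutral control wells and 100% = median of positive control wells; values of inactives mirror those of a sister screen read the other way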
Target sequence (Q61009 whole entry, looked up): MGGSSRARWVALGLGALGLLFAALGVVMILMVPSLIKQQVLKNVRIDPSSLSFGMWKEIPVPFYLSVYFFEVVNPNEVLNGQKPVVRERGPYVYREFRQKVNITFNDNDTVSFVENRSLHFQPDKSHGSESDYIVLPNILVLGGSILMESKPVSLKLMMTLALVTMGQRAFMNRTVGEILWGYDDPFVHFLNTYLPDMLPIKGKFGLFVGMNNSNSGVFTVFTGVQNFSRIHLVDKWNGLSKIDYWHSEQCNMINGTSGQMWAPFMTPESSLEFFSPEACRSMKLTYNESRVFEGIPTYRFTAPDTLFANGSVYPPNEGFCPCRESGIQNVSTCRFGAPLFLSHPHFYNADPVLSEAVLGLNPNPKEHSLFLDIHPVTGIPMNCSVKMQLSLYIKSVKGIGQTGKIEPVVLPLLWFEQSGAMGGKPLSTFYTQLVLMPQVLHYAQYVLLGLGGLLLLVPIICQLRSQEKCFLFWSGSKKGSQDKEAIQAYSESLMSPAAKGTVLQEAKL
LANA DNA inh: inhibitors of KSHV C-LANA binding to DNA, primary screen, biochemical, fluorescence polarization, FAM-LBS DNA, MBP-C-LANA, single point. AID 504423, 2011. inhibition, % at 9 µM. 340,000 tested, 0.078% active;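 active = highest replicate inhibition at or above 60% at 9 µM, even if other replicates fall short; inactive = all replicates below 60% inhibition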;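 note: 0% = neutral control wells and 100% = 4 µM acridine orange control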
SR-BI DiI-HDL act: activators of SR-BI mediated DiI-HDL uptake, primary screen, ldlA[mSR-BI] CHO cells, DiI fluorescence. 3 h; 100 = double the neutral-control signal. activation, % at 12.5 µM. 320,000 tested, 0.096% active. AID 504775, 2011;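 active = mean replicate activation of at least 60% and every replicate at or above 60%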;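 note: 0% = median plate neutral-control signal and 100% = twice that signal; values of inactives mirror those of a sister screen read the other way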
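Test system: SR-BI-overexpressing, LDLR-lacking CHO cells; Also added: labelled HDL, 10 µg/mL; Measured by: bottom-read cell fluorescence after medium removal, ex 550/em 595 nm; Timing: 3 h uptake period with compound, 37 °C; Buffer or medium: F12, 0.5% BSA, 25 mM HEPES; Doses: single compound concentration, delivered by pin transfer.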
DAGLB inhibitor: DAGLB lipase inhibitors, primary screen, biochemical, fluorescence, HTS; HEK293T DAGLB membrane lysate, EnzChek fluorogenic substrate; inhibition, % at 5.17 µM; 340,000 tested, 0.059% active; AID 504411, 2011; in the data active = inhibition above about 34%;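 note: 0% = enzyme with vehicle and 100% = wells lacking enzyme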
Keap1 Nrf2 FP: Keap1-Nrf2 protein-protein interaction inhibitors, primary screen, biochemical, fluorescence polarization, single point; Keap1 Kelch-Nrf2 peptide fluorescence polarization, 1536-well; inhibition, % at 9.4 µM; 340,000 tested, 0.15% active; in the data active = inhibition above about 12%;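 note: human Keap1 Kelch domain with fluorescein labeled Nrf2 9mer peptide probe; 0% = neutral control wells and 100% = peptide positive control; higher means more block of Keap1 binding to Nrf2 peptide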
The depositor's hits bear a star; · = no result given.

SMILES	Arrestin-AP2 inh	RTF Ca sens inh	PKA-R2B act	PvdQ inh	NSD2 HMT inh	SR-BI HDL uptake	LANA DNA inh	SR-BI DiI-HDL act	DAGLB inhibitor	Keap1 Nrf2 FP
Cc1onc(C(=O)Nc2sc3c(c2C(N)=O)CCCC3)c1[N+](=O)[O-]	3.0	-0.5	-4.0	-3.1	2.2	-4.0	1.4	4.0	2.9	7.6
O=C(CSc1ncnc2c1cnn2-c1ccc(F)cc1)NCc1ccc2c(c1)OCO2	0.8	-5.1	-7.8	-7.9	-1.2	-16.0	0.4	16.0	-2.4	0.9
CC(C)N(C(C)C)S(=O)(=O)c1ccc(N2CCc3ccccc3C2)nc1	23.6	7.3	-9.6	-0.8	3.5	15.4	0.5	-15.4	-6.4	-3.8
CCc1ccccc1NC(=O)C1(S(=O)(=O)c2ccc(C)cc2)CC1	-1.2	17.2*	-0.1	-5.1	-11.9	13.9	-0.1	-13.9	-6.3	-1.2
CCCOc1ccc(C(=O)NCCC(=O)NCCCC(=O)OCC)cc1	1.9	-4.7	0.8	-11.0	-1.8	5.2	5.0	-5.2	-0.9	-7.5
CN(C(=O)c1cccc(NC(=O)Cc2ccc(NC(=O)C3CCN(C(=O)C4CC4)CC3)cc2)c1)C1CCCCC1	27.7	-15.3	1.5	-5.6	·	38.9	-1.5	-38.9	1.9	-1.7
CC1CC(C)(C)NC(=S)N1CCC(=O)N1CCN(c2ccccc2)CC1 (configuration not stated)	-29.2	1.4	-2.2	-16.1	0.2	-13.5	0.5	13.5	-1.7	-4.9
CCN(CC)S(=O)(=O)c1ccc(N2CCCCC2)c(NC(=O)C2CCN(C(=O)c3ccc(F)cc3)CC2)c1	5.4	-3.4	1.8	1.8	-0.5	14.8	0.6	-14.8	-2.8	-4.5
Cc1ccc(CS(=O)(=O)c2ncc(Cl)c(C(=O)Nc3nnc(C)s3)n2)cc1	9.5	-3.6	-0.3	7.9	4.3	-14.3	-0.5	14.3	-1.4	-1.6
CC(C)OC(=O)CN1CCN(S(=O)(=O)c2cc(Cl)ccc2Cl)CC1	13.8	1.1	-5.5	13.7	0.5	-2.4	-2.9	2.4	-3.0	-5.4
COc1cccc(NC(=O)CN(C)C(=O)c2c(C)nn(CC(C)C)c2Cl)c1	-4.3	-6.0	-4.7	-14.0	0.0	-9.6	11.2	9.6	-0.1	-4.7
CCOC(=O)C(Cc1nc(OCc2ccccc2)cc(OCc2ccccc2)n1)=NO	-0.4	-4.3	-3.1	-24.1	-0.9	13.9	0.8	-13.9	-6.6	-5.3
COc1ccc(-n2nnc3c(=O)n(CC(=O)Nc4cc(C)on4)cnc32)cc1	5.4	0.7	7.8	-3.6	-10.9	-13.5	1.6	13.5	-2.5	2.2
COC(=O)c1sc2nc(C)nc(SCC(=O)Nc3sccc3C(N)=O)c2c1C	-0.7	-7.9	2.8	-0.2	-1.8	2.0	1.1	-2.0	-2.6	1.2
CCCSc1nc2sc3c(c2c(=O)n1CC)CC(C)(C)OC3	24.7	8.2	-12.0	6.7	3.2	·	0.8	·	-2.6	-1.5
CN(CC(O)CN)CC(O)CN1CCCCC1 (configuration not stated)	6.4	0.1	-1.9	-4.0	3.7	-15.2	2.5	15.2	-1.2	-6.6
CCC(C)NC(=O)Cn1c(=O)n(-c2ccc(OC)cc2)c(=O)c2ccc(C(=O)NCc3ccc(C)cc3)cc21 (configuration not stated)	16.2	-3.6	-0.9	-0.8	-4.3	45.0	-0.8	-45.0	-2.0	2.7
NS(=O)(=O)c1ccc(CCNC(=O)c2cccc3ccccc23)cc1	5.3	-15.1	-7.2	-9.7	3.7	-1.3	-2.1	1.3	-0.2	-3.3
CCOC(=O)c1ccc(CN2C(=O)c3ccccc3S2(=O)=O)cc1	11.8	-5.3	-1.4	-5.1	-3.8	15.8	-1.6	-15.8	-0.6	-4.1
O=C(COC(=O)/C=C/c1ccc(OC(F)F)cc1)NC1CCCCCCC1	-8.4	-7.1	-11.9	-15.4	-2.3	-20.1	0.8	20.1	-2.5	0.1
O=C(NCCCn1ccnc1)c1ccc(S(=O)(=O)N2CCCCCC2)cc1	21.9	-3.0	14.6	-6.3	0.9	-11.4	1.0	11.4	0.6	-1.2
CCc1ccccc1NC(=O)CN(C)C(=O)COC(=O)c1c(Cl)cccc1Cl	13.1	0.4	-1.0	2.2	-1.6	-10.1	-0.1	10.1	-1.8	6.8
O=C(NCc1ccc(Cl)cc1)N1CCN(S(=O)(=O)c2ccccc2)CC1	11.5	-14.7	8.9	-8.1	-2.2	-16.9	-1.8	16.9	-0.6	-2.4
C(=N\c1ncnc2sccc12)/NOCc1ccccc1	-9.7	-7.5	4.7	-2.2	-3.0	-38.9	-1.6	38.9	0.7	-2.3
COC(=O)c1sc(NC(=O)CSc2nc3nc(C)cc(C)n3n2)c(C(=O)OC)c1C	-1.3	-10.1	1.1	-18.1	·	·	-1.3	·	0.6	-3.9

Continued.
SMILES	Arrestin-AP2 inh	RTF Ca sens inh	PKA-R2B act	PvdQ inh	NSD2 HMT inh	SR-BI HDL uptake	LANA DNA inh	SR-BI DiI-HDL act	DAGLB inhibitor	Keap1 Nrf2 FP
COc1ccc(CNC(=O)CCCCCn2c(SCC#N)nc3cc4c(cc3c2=O)OCO4)cc1	5.3	1.5	-3.2	-10.7	-1.1	7.7	0.8	-7.7	-1.6	1.8
CCn1c2ccccc2c2cc(N)ccc21	28.3	-12.8	9.2	-16.4	-6.0	20.7	-1.1	-20.7	6.1	-3.3
O=C(CNC(=O)c1ccccc1F)c1ccc(Br)cc1	-6.7	-0.4	-10.7	-15.4	-2.8	8.0	0.7	-8.0	-14.2	-2.0
N#Cc1c(-c2cccc(Cl)c2)[nH]c(=S)[nH]c1=O	-5.2	-0.8	0.6	0.2	0.6	-6.2	-0.8	6.2	1.6	-1.3
O=C(Nc1cccc2ncccc12)c1ccccc1Cl	-12.8	-0.2	0.2	11.5	23.3	-12.5	0.2	12.5	-0.1	1.6
COc1cc2c(-c3ccc4[nH]ccc4c3)c(-c3ccc(C#N)cc3)oc(=O)c2cc1OC	9.1	-5.4	-2.7	1.9	·	51.1	-0.1	-51.1	-3.1	-0.1
COC(=O)/C=C1/SC(=NC(=O)c2ccc(Cl)cc2)NC1=O	1.3	-7.0	7.2	-8.9	·	·	0.3	·	7.6	-3.0
O=C(CNc1ccccc1)N/N=C/c1cn(-c2ccccc2)nc1-c1ccccc1	0.1	5.3	-13.0	-9.6	1.6	-6.0	0.2	6.0	0.7	-0.5
CC(=O)NC1(C(F)(F)F)C(=O)N(Cc2ccccc2)C2=C1C(=O)CC(C)(C)C2 (configuration not stated)	1.7	-0.9	-1.9	-4.2	-0.3	-23.6	0.4	23.6	-0.2	3.3
CC1(C)CC(=O)C2=C(C1)N(c1ccccc1)C(=O)C(C(=O)OCc1ccccc1)C2 (configuration not stated)	-13.3	-1.6	2.1	-8.8	·	-1.1	0.7	1.1	-1.1	-4.4
Cc1ccc(OCc2ccc(C(=O)Nc3c(C)nn(Cc4c(F)c(F)c(F)c(F)c4F)c3C)o2)c([N+](=O)[O-])c1	1.0	-4.0	-0.2	-10.9	1.2	39.9	-2.7	-39.9	-2.6	-3.0
Nc1ccc(C(=O)OCC(=O)Nc2cc([N+](=O)[O-])ccc2F)cc1	13.0	5.3	-11.8	7.0	-1.6	-15.2	-1.8	15.2	-0.2	-2.0
CCc1nnc(NC(=O)CSc2nnc(-c3ccccc3O)n2-c2ccc(C)cc2)s1	-5.5	-3.0	0.3	-15.8	0.1	-14.5	0.7	14.5	3.1	-4.7
Cc1cc2c(cc(C(=O)OCC(=O)NCc3ccco3)n2C)s1	-1.6	-22.6	1.6	-3.9	-6.4	26.9	2.4	-26.9	0.1	-6.7
CCOCCCN(C(=O)Cn1nnc(-c2ccc(OC)c(OC)c2)n1)C(CC)C(=O)NC1CCCC1 (configuration not stated)	10.1	0.2	0.6	5.6	-2.6	11.4	-3.2	-11.4	-1.1	-1.2
O=C(c1cc(-c2ccc(O)cc2)on1)N1CCN(c2ccccc2)CC1	21.2	2.6	-2.7	-10.0	20.0	-7.4	0.5	7.4	3.8	6.7
Cc1ccc(/C=C/S(=O)(=O)NCc2ccc(F)cc2)cc1	32.2	1.8	-7.6	6.5	-1.7	10.1	0.4	-10.1	-1.7	4.0
C=CCn1c(NC(=O)c2ccccc2)nc2ccccc21	41.7	-3.5	0.2	-1.3	-3.7	16.5	3.6	-16.5	-2.0	2.0
CC(C)(NO)/C(=N/O)c1cccs1	-42.1	2.3	6.5	0.9	-1.6	-10.2	-1.1	10.2	-1.9	-0.8
COc1ccc(OC)c(C2(O)CSC(=Nc3cccnc3)N2Cc2ccco2)c1 (configuration not stated)	8.6	2.4	-1.3	-15.6	4.2	-21.5	0.9	21.5	-2.0	-3.5
Nc1nc(F)cc(NCc2ccccc2)n1	27.6	3.3	-0.5	6.1	0.7	-0.1	1.9	0.1	1.7	-6.3
CN1CCN(C2CCN(Cc3ccc(O)c4ncccc34)CC2)CC1	-6.9	-11.5	-9.0	-14.6	·	-26.5	1.0	26.5	-1.1	-3.7
COc1ccc(C(=O)Nc2ccnn2C2CCN(C(=O)C3CCOC3)CC2)cc1 (configuration not stated)	51.1	-9.5	-3.7	2.6	-0.5	-18.2	0.7	18.2	0.0	-1.0
COc1cc(Cl)c(C)cc1NC(=O)CSc1ccc(C)cc1	3.2	-6.5	-7.8	-11.3	-0.9	30.8	-0.4	-30.8	-24.4	-6.3

Look-ups from above:
CCOCCCN(C(=O)Cn1nnc(-c2ccc(OC)c(OC)c2)n1)C(CC)C(=O)NC1CCCC1 (configuration not stated) in PKA-R2B act: 0.6
CC(C)(NO)/C(=N/O)c1cccs1 in SR-BI DiI-HDL act: 10.2
O=C(CNc1ccccc1)N/N=C/c1cn(-c2ccccc2)nc1-c1ccccc1 in Arrestin-AP2 inh: 0.1

Two consecutive records out of the list so far, quoted:
SMILES	Arrestin-AP2 inh	RTF Ca sens inh	PKA-R2B act	PvdQ inh	NSD2 HMT inh	SR-BI HDL uptake	LANA DNA inh	SR-BI DiI-HDL act	DAGLB inhibitor	Keap1 Nrf2 FP
COc1ccc(C(=O)Nc2ccnn2C2CCN(C(=O)C3CCOC3)CC2)cc1 (configuration not stated)	51.1	-9.5	-3.7	2.6	-0.5	-18.2	0.7	18.2	0.0	-1.0
COc1cc(Cl)c(C)cc1NC(=O)CSc1ccc(C)cc1	3.2	-6.5	-7.8	-11.3	-0.9	30.8	-0.4	-30.8	-24.4	-6.3
